# Source: PubChem
# MCL1 BIM primary: inhibitors of MCL1 binding to BIM-BH3, primary screen, biochemical, fluorescence polarization | GST-MCL1 / FITC-Bim-BH3 fluorescence polarization | inhibition, % at 10.9 µM | hit rate 0.68% among 320,000 | AID 2057, 2009;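 active means inhibition above the mean inhibition of all tested compounds plus 3 SD, set per campaign, cut at about 40% in these data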;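 further: 0% = DMSO wells and 100% = unlabeled Bim-BH3 peptide control; higher means more loss of mP so more displacement of Bim peptide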
# Bcl-xL primary: inhibitors of human Bcl-xL, primary screen, biochemical, fluorescence polarization, HTS | hit rate 0.7% among 320,000 | inhibition, % at 10.9 µM | GST-Bcl-xL / FITC-Bim BH3 peptide fluorescence polarization;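 active means inhibition above the mean of all tested compounds plus 3 SD, cutoff set per campaign, cut at about 30% in these data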;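 further: 0% = DMSO wells and 100% = unlabeled Bim-BH3 peptide competitor; inhibitors lower millipolarization by displacing the labeled peptide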
# GRK2 aptamer HTS: compounds blocking aptamer binding on GRK2 – biochemical, human GRK2, bead flow cytometry, HTS, primary screen; Beta-adrenergic receptor kinase 1 (Homo sapiens), P25098; FAM-aptamer displacement from GRK2; inhibition of aptamer binding, % at 10 µM; hit rate 0.59% among 330,000;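 active means inhibition of aptamer binding above 40%, roughly 3 SD of noise, on plates passing a quality check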;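 further: median bead fluorescence of bound FAM aptamer so fluorescent compounds give negative values; no value below 0 was filed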
# AGP1 TOR yeast: modulators of AGP1-GFP expression in yeast TOR pathway, primary screen, cell-based, multiplex flow cytometry, S. cerevisiae, MLPCN library. 3 h; GFP as percent of DMSO wells. GFP response vs DMSO, % at 10 µM. hit rate 0.02% among 320,000. AID 2066, 2009;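 active means GFP response relative to DMSO above a set limit, near screen average plus 3 SD, cut at about 150% in these data; inconclusive means fewer than 70 cells counted for the yeast strain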;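 further: median GFP channel fluorescence of the gated AGP1 strain per well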
# MEX-5 binding: MEX-5 zinc finger RNA-binding disruptors – biochemical, C. elegans, fluorescence polarization, MLPCN library, primary screen; Zinc finger protein mex-5 (Caenorhabditis elegans), Q9XUB2; MEX-5/FITC-TCR2 RNA binding; stronger effect = lower value; activity score (negative = inhibition of binding), % at 10 µM; hit rate 0.38% among 300,000;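 active means inhibition past about -25% in most replicates, and total fluorescence under double the plate's negative control median, limit read from the data; inconclusive means replicates evenly split on the limit, or fluorescence at least double controls; inactive means too little inhibition in most replicates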;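 further: 0% = DMSO and -100% = 5 µM competing unlabeled TCR2 RNA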
# VLA-4 inh: inhibition in human VLA-4 binding assay, primary screen, VLA-4 allosteric modulator project, MLPCN library, flow cytometry, VLA-4 expressing cells; ligand binding flow cytometry; hit rate 0.2% among 330,000; AID 2557, 2010; inhibition, % (about 7 µM as worked out from the volumes in the protocol); in the data active means inhibition above about 50%
# Target sequence (P13612 whole entry, looked up): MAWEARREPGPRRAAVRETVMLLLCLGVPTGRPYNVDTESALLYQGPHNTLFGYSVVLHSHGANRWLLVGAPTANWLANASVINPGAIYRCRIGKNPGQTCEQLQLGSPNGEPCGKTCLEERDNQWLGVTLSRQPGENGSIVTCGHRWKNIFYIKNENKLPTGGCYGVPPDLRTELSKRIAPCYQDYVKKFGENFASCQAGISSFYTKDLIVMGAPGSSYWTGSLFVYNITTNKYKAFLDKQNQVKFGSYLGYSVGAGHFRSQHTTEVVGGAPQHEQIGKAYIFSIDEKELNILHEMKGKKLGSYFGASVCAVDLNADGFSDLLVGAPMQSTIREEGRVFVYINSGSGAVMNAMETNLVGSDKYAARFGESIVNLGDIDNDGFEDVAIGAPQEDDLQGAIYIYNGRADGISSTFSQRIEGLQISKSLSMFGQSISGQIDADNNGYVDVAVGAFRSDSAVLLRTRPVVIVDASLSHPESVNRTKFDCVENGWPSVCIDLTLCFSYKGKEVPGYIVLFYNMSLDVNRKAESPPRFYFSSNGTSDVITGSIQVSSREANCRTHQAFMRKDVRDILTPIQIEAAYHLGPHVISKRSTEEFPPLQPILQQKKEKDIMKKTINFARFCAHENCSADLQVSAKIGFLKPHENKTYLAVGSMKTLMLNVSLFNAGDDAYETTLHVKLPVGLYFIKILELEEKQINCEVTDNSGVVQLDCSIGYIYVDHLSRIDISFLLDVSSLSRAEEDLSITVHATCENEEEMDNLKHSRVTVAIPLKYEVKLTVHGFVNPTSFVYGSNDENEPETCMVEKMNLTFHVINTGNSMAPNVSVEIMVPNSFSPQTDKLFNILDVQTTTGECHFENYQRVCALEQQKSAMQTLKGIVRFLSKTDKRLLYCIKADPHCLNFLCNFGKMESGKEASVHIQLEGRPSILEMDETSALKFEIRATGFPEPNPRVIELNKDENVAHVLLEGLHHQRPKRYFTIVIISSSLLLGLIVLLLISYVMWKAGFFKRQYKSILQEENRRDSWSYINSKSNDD
# GLD-1 TGE inh: GLD-1/TGE RNA complex disruptors, primary screen, biochemical, fluorescence polarization. Female germline-specific tumor suppressor gld-1 (Caenorhabditis elegans), Q17339. purified GLD-1 + fluorescein TGE RNA. inhibition, % at 5.96 µM. hit rate 0.44% among 320,000. AID 2280, 2010;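 active means percent inhibition above a per-plate cutoff, the plate mean of test compounds plus 3 SD, cut at about 30% in these data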;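 further: 0% = DMSO wells with GLD-1 and probe and 100% = wells lacking GLD-1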
# Fam108B counter: mouse Fam108B serine hydrolase inhibitors, primary screen, counter-screen for RBBP9 inhibitor project, biochemical, fluorescence polarization. recombinant Fam108B, FP-Rh probe fluorescence polarization. inhibition, % at 9.51 µM. hit rate 0.33% among 300,000;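 active means inhibition above the screen mean inhibition plus 3 SD, computed separately per campaign, cut at about 18% in these data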;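 further: inhibitors lower polarization as less probe binds the enzyme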
# CIT2 TOR yeast: modulators of CIT2-GFP expression in yeast, primary screen, S. cerevisiae, GFP fusion, multiplex flow cytometry, MLPCN library; GFP response vs DMSO, % at 10 µM; AID 2029, 2009; hit rate 0.065% among 320,000; S. cerevisiae CIT2-GFP strain, 3 h; 100 means same as DMSO wells;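 active means GFP response relative to DMSO above a set limit, near the screen mean plus 3 SD, cut at about 150% in these data; inconclusive means Fewer than 70 cells measured for a yeast strain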;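 further: ratio of well median GFP fluorescence to mean of DMSO wells on the plate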
# An asterisk follows results filed as active; i = inactive; ? = inconclusive; / = not tested or not shown; [ ] = dose if it differs, or a comment.
SMILES,MCL1 BIM primary,Bcl-xL primary,GRK2 aptamer HTS,AGP1 TOR yeast,MEX-5 binding,VLA-4 inh,GLD-1 TGE inh,Fam108B counter,CIT2 TOR yeast
Cc1ccc(C(=O)N2CCN(c3ccc(F)cc3)CC2)cc1S(=O)(=O)N1CCCCC1,2,5,1,99,2.2,-6,3,0,95
O=C(O)c1ccc2c(c1)C(=O)N(c1ccccc1-c1ccccc1)C2=O,0,8,0,93,-1.5,9,2,-1,87
CC(=O)n1cc([C@H]2C=C(C(=O)O)O[C@@H](OCCCCO)C2)c2ccccc21,15,9,0,101,1.0,18,4,0,101
CC(C)CSC1=NSC2=NC(=O)/C(=C\c3coc4ccccc4c3=O)C(=N)N12,23,80*,3,89,?,i,-195,37*,102
CCOC(=O)c1ccc(NC(=S)NCCCn2ccnc2)cc1,-4,4,0,94,5.9,6,-5,-1,94
CCCCN(CC)S(=O)(=O)c1ccc(C(=O)Nc2nnc(CSC)o2)cc1,2,1,3,104,-2.2,7,3,-2,87
CCc1ccc(C(=O)CN2C(=O)NC3(CCOc4ccccc43)C2=O)s1 (centres undefined),-3,-1,3,107,/,19,1,/,95
Cc1noc(C)c1CSCC(=O)Nc1ccccc1N1CCCCC1,-8,-8,2,107,0.5,-8,5,4,98
Cn1c(=O)n(CCCOc2ccc(Br)cc2)c2ccccc21,1,0,0,103,-0.3,11,10,1,100
Cc1ccc2c(C)c(C(=O)Nc3ccc(S(=O)(=O)Nc4onc(C)c4C)cc3)oc2c1,7,12,0,101,0.0,-8,3,1,95
CCOC(=O)CSc1cc(C)nc(NC(C)=O)n1,1,2,0,60,1.0,-4,10,-2,84
CCN(CC)S(=O)(=O)c1cc(C(=O)OCC(=O)c2ccc3c(c2)NC(=O)CO3)ccc1Cl,-4,1,0,101,-1.8,-5,5,2,/
CC(=O)c1cccc(NC(=O)Nc2ccccc2)c1,-1,2,4,80[may fluoresce violet],0.6,-1,0,-7,?
Cc1nc(OCc2c(C)noc2C)c2ccccc2n1,-2,1,0,97,-2.1,-7,0,-2,99
CN(C)CCNC(=S)NC1CCCCC1,1,4,1,98,-2.3,9,-4,-2,90
CCCC(=O)Nc1c(C)nn(C(=O)CCC)c1C,2,6,4,97,3.8,2,0,2,96
O=C(/C(Cl)=C/Nc1ccc(Br)cn1)C(F)(F)F,1,6,0,107,0.8,-6,3,-1,108
O=C(CCN1CCOCC1)NCC1COc2ccccc2O1 (centres undefined),4,10,0,100,-1.6,1,3,-2,96
O=C1OC(Cc2ccccn2)C(O)=C1C1=NCCCN1 (centres undefined),-5,2,0,103,0.2,-9,4,3,107
COCCn1c(SC(C)C(=O)NC2CCCCC2C)nc2ccccc2c1=O (centres undefined),-6,0,0,103,-1.8,12,-1,-4,86
Cc1ccc(S(=O)(=O)Nc2ccc(Cl)cc2C(=O)c2ccccc2)cc1,-4,-3,0,98,1.2,-4,3,1,108
CCOC(=O)CC(=O)CSc1n[nH]c(=O)[nH]c1=O,10,9,1,111,-0.7,-2,1,1,107
CC1=C([N+](=O)[O-])C(c2ccc(O)c(O)c2)NC(=O)N1 (centres undefined),11,8,2,81,-17,5,5,6,89
CCCN(CCC)Cc1c(C(=O)N/N=C/c2ccc(C)o2)nnn1-c1nonc1N,4,1,0,107,3.1,2,0,2,107
CN(Cc1c(C(=O)N/N=C/c2cccc(F)c2)nnn1-c1nonc1N)C1CCCCC1,-2,7,17,99,-1.1,-2,-7,1,115
O=C(Nc1ccc(Nc2ccccc2)cc1)C1CC1,3,7,0,98,-0.4,-1,8,1,87
O=C(COC(=O)c1ccc([N+](=O)[O-])s1)NC(c1ccccc1)c1ccccc1,-6,4,1,96,1.5,-16,-4,10,101
Cc1ccc(C(=O)NCCNc2nc3cc(C)c(C)cc3cc2C)cc1,0,6,0,100,-0.9,29,2,-7,102
C=CCSc1nnc(NC(=O)Cn2cnc3c2c(=O)n(C)c(=O)n3C)s1,-1,2,0,100,-0.1,2,-4,-3,96
Cc1cc2nc(SCCN3CCOCC3)[nH]c2cc1C,12,3,2,97,0.6,15,0,0,96
COc1cccc(CSCC(=O)NCCc2ccccc2)c1OC,2,-2,14,101,2.1,13,6,-3,104
CN(C)S(=O)(=O)Oc1ccccc1C(=O)Nc1ccccc1Cl,6,3,0,100,0.1,-3,3,3,102
CN1CCCC(OC(=O)COc2ccccc2)C1 (centres undefined),13,6,2,105,-3.6,0,6,3,105
COC(=O)C1C(=O)C2=C(CC1C)NC(=O)CC2c1ccc(O)c(OC)c1 (centres undefined),0,1,0,101,-1.4,24,0,6,96
CC1CCCN(CCC(=O)Nc2ccccc2)C1 (centres undefined),1,1,0,23[may fluoresce violet],2.7,-15,-7,-5,?
Cc1[nH]c2ccccc2c1CCCO,/,/,0,95,-3.8,-2,/,/,100
CCCCN1CC(=O)N2[C@H](c3ccc(OC)cc3)[C@@H]3C(=O)N(CC)C(=O)[C@@H]3[C@]2(Cc2ccccc2)C1=O,2,5,0,91,0.1,5,7,4,107
O=C(CSc1nnc2ccccn12)c1ccc(OC(F)F)cc1OC(F)F,9,2,1,103,4.0,3,1,2,98
CS(=O)(=O)N(CC(=O)Nc1ccc(S(=O)(=O)N2CCCC2)cc1)c1ccccc1F,3,6,4,104,-2.5,16,2,4,99
CO/N=C/CC(=O)c1ccc(-c2ccccc2)cc1,0,-2,2,99,2.4,3,1,3,92

# Entries of single compounds, quoted from the list:
# Cc1ccc(C(=O)NCCNc2nc3cc(C)c(C)cc3cc2C)cc1 as listed: MCL1 BIM primary = 0; Bcl-xL primary = 6; GRK2 aptamer HTS = 0; AGP1 TOR yeast = 100; MEX-5 binding = -0.9; VLA-4 inh = 29; GLD-1 TGE inh = 2; Fam108B counter = -7; CIT2 TOR yeast = 102
# CO/N=C/CC(=O)c1ccc(-c2ccccc2)cc1 as listed: MCL1 BIM primary = 0; Bcl-xL primary = -2; GRK2 aptamer HTS = 2; AGP1 TOR yeast = 99; MEX-5 binding = 2.4; VLA-4 inh = 3; GLD-1 TGE inh = 1; Fam108B counter = 3; CIT2 TOR yeast = 92

# (further entries)
SMILES,MCL1 BIM primary,Bcl-xL primary,GRK2 aptamer HTS,AGP1 TOR yeast,MEX-5 binding,VLA-4 inh,GLD-1 TGE inh,Fam108B counter,CIT2 TOR yeast
CCN1C(=NCc2ccc(OC)cc2)N[C@@H](c2ccccc2)C(C(=O)OC)=C1C,-25,-11,0,79,-1.9,1,-2,0,67
CCc1c(C)nc(SCC(N)=O)c(C#N)c1C,4,2,1,109,1.1,-9,0,2,109
O=C1CCC(O)CCN1CCSc1ccccc1 (centres undefined),-2,1,0,107,3.5,1,-1,1,102
CC(OC(=O)c1cccc(S(=O)(=O)Nc2ccccc2F)c1)C(=O)NCc1ccc2c(c1)OCO2 (centres undefined),-8,1,2,98,1.1,-7,2,5,96
Cc1nc2cc(C(=O)O)ccc2n1-c1ccccc1,4,1,0,101,0.0,24,6,2,101
O=C(CSc1nc2ccccc2c(=O)n1CC1CCCO1)N1CCN(c2ccccc2)CC1 (centres undefined),1,3,0,99,-0.1,-11,-5,5,102
NNC(=O)COc1ccccc1[N+](=O)[O-],0,2,2,102,1.4,4,-2,3,99
COC(=O)Cc1cnc(NC(=O)CSc2nc(C(C)C)cc(=O)[nH]2)s1,0,-1,3,104,0.8,0,-1,1,107
CCCC1(CCC)NC(=O)N(CC(=O)Nc2ccc(Cl)c(S(=O)(=O)N3CCOCC3)c2)C1=O,/,/,25,105,/,-4,4,/,108
Cc1cc(NC(=O)c2ccc(S(=O)(=O)N(C)C)cc2)no1,3,2,2,102,0.1,-15,-4,1,112
CC(C)Cn1c(N)c(C(=O)COC(=O)CCc2nc3ccccc3c(=O)[nH]2)c(=O)n(C)c1=O,0,-2,0,102,/,4,3,/,96
Cc1nc2nc(SCC(=O)N3CCOCC3)nn2c(C)c1Cc1ccccc1,2,3,2,95,-0.6,-14,4,1,96
COc1ccc(-n2c(=S)[nH]c3cc(C(=O)Nc4ccc(F)cc4)ccc3c2=O)c(OC)c1,13,7,0,107,-0.4,12,4,-2,110
CCCN1CCN(C(=O)c2cc(COc3ccc4ncccc4c3)on2)CC1,0,3,0,102,1.5,7,-3,0,97
CCc1n[nH]c(=S)n1/N=C/C(C)=C\c1ccccc1,-16,-26,1,85,-1.5,-6,3,1,87
CCCS(=O)(=O)N1CCC(C(=O)NCc2ccc(F)cc2)CC1,13,2,0,103,/,-19,-2,7,104
Cc1ccc(S(=O)(=O)NCC(=O)N(CC(=O)NCc2ccco2)Cc2cccs2)cc1,-3,7,1,101,2.6,3,6,-1,99
O=C(O)c1cc(NC(=O)C2CCCO2)cc(C(=O)O)c1 (centres undefined),4,-1,0,94,-1.2,5,3,2,105
COc1cc(OC)cc(C(=O)NCC(=O)OCC(=O)NC(C)CCc2ccccc2)c1 (centres undefined),/,/,0,91,/,-3,-2,/,85
O=C(O)C1C2CCC(C2)C1C(=O)Nc1ccccc1 (centres undefined),1,4,11,84,1.4,-8,9,1,84
COc1ccc(NC(=S)Nc2cc(-c3ccccc3)[nH]n2)cc1Cl,7,10,1,98,-1.7,-7,0,-14,103
Nn1c(COc2ccccc2)nc2ccccc2c1=O,3,2,1,106,-0.2,2,3,-3,109
Cc1cc(Cl)ccc1OCC(=O)Nc1cccc(S(=O)(=O)NC2=NCCCCC2)c1,-6,-1,2,103,2.6,-1,8,-3,97
Cc1ccc(CNC(=O)c2ccc(OCC(C)C)cc2)n1C,/,/,0,84,2.9,4,/,/,91
CCN(CC(=O)NCc1ccc(F)cc1)Cc1cc(=O)n2ccsc2n1,5,7,0,98,0.6,-21,-3,1,97
COc1cc(/C=N/NC(=O)c2[nH]nc3c2CCc2ccccc2-3)ccc1O,6,0,2,102,-2.4,0,1,7,118
CCCn1nnc(NC(=O)Cc2ccc(Cl)cc2)n1,-1,4,3,101,-0.8,5,2,-2,102
COc1ccccc1/C=C/C=N/NC(=O)c1ccc2nc[nH]c2c1,5,1,1,92,1.9,-15,-5,-10,93
CCOC(=O)N/N=C\C=C\c1ccco1,12,10,8,106,-2.5,1,9,4,103
COc1ccc(N(Cc2cc(=O)[nH]c3ccccc23)C(=O)c2ccco2)cc1,11,6,18,102,-0.2,-7,7,-2,97
COc1ccc(Cl)cc1NC(=O)COC(=O)c1cc(C)oc1C,/,/,0,108,/,-5,3,/,99
COc1ccc(-n2nnnc2SCC(=O)Nc2ccccc2F)cc1,-6,1,1,97,-0.9,17,-1,-1,99
O=C(CSc1cccc[n+]1[O-])Nc1cc([N+](=O)[O-])ccc1Cl,-6,-4,0,98,1.5,5,2,-6,97
Cc1ccc(-c2cnc3c(Cl)c(C)nn3c2)cc1,6,5,0,100,-1.3,-2,-9,1,104
O=C(NCc1ccccc1Cl)C1CCC(CNc2c(N3CCOCC3)c(=O)c2=O)CC1 (centres undefined),5,1,0,101,-1.2,-4,-7,0,89
